PrPC surface inh: inhibitors of human cell surface prion protein PrPC; P04156; TR-FRET read-out; inhibition, % at 13.8 µM; hit rate 0.43% among 370,000; AID 720596; in the data active means inhibition above about 24%; further: 0% = median of the test wells and 100% = reference compound wells
* hit, by the source's call.

Preview:
`COC(=O)[C@]12C[C@H](CC(=O)NCc3cccs3)C(=O)N(CCC3=CCCCC3)C1=C[C@H](C(C)C)O[C@@H]2C1CC1` gave PrPC surface inh 2.
For C=CCn1c(SCC(N)=O)nnc1-c1ccccc1OC the results were PrPC surface inh -7.
For Cc1ccc(-c2cc(-c3nnc4sc(Cc5cccs5)nn34)[nH]n2)cc1 the results were PrPC surface inh -4.

The whole of this part, from the start:
`COC(=O)[C@]12C[C@H](CC(=O)NCc3cccs3)C(=O)N(CCC3=CCCCC3)C1=C[C@H](C(C)C)O[C@@H]2C1CC1` gave PrPC surface inh 2.
For C=CCn1c(SCC(N)=O)nnc1-c1ccccc1OC the results were PrPC surface inh -7.
For Cc1ccc(-c2cc(-c3nnc4sc(Cc5cccs5)nn34)[nH]n2)cc1 the results were PrPC surface inh -4.
`CCOC(=O)NC[C@@]1(C(=O)OC)CC(=O)N(Cc2ccc(Cl)cc2)[C@@H]1c1ccc(OC)cc1` gave PrPC surface inh 14.
For CCN(CC)c1ccc(C=Nn2c(C)nnc2C)cc1 the results were PrPC surface inh 4.
For COC(=O)[C@@]12CCCCC3=C1N(CCC3)C(=O)[C@H]2CC(=O)NCC12CC3CC(CC(C3)C1)C2 the results were PrPC surface inh -6.
Screening Cn1c(=O)c2cc(S(=O)(=O)N3CCN(c4ccccc4Cl)CC3)ccc2n(C)c1=O returned PrPC surface inh -3.
O=C(CCCCCN1C(=O)C2C3C=CC(C3)C2C1=O)Nc1ccccc1 (stereo not given) was read as PrPC surface inh 4.
For C=CCN1C(=O)[C@@H](CC(=O)NCc2ccccc2)[C@]2(C(=O)OC)CCCCC=C12 the results were PrPC surface inh 9.
COc1ccc(CN(CCN2CCOCC2)C(=O)c2cc(Cl)ccc2F)cc1OC was read as PrPC surface inh -8.
For CN(Cc1ccccc1)C(=O)OCc1cn(Cc2ccc(F)cc2)nn1 the results were PrPC surface inh 7.
`CCCCCCc1ccc(NC(=O)[C@@H]2CC=C[C@@H]3CCN(Cc4ccccc4)C(=O)[C@@H]32)cc1` gave PrPC surface inh 0.
`COC(=O)[C@]12C[C@H](CC(=O)N3CCOCC3)C(=O)N(Cc3ccc(Cl)cc3Cl)C1=C[C@H](C1CCCC1)O[C@@H]2C` gave PrPC surface inh 11.
For FC(F)(F)c1ccccc1C(C#Cc1ccccc1)NCc1ccc2c(c1)OCO2 (stereo not given) the results were PrPC surface inh 0.
O=C(Nc1ccccc1C(F)(F)F)O[C@@H]1CC[C@@]23CCCN2C(=O)CCC[C@H]3C1 was read as PrPC surface inh -3.
`NC(=O)c1c(N)[nH]c(C(=O)c2ccccc2)c1-c1ccccc1C(F)(F)F` gave PrPC surface inh -13.
`CC(=O)N1CCc2cc(S(=O)(=O)NCCC(=O)NCc3ccccc3)ccc21` gave PrPC surface inh -3.
COc1ccc(Cn2ccc3ccc(-c4ccc5ccn(C(=O)c6ccccc6OC)c5c4)cc32)cc1 was read as PrPC surface inh 7.
`COc1ccc(CN2C[C@]3(C=C4CCCCC4n4c(=O)n(-c5ccccc5)c(=O)n43)N(C(=O)OCc3ccccc3)C2=NC(=O)c2ccccc2)c(OC)c1` (stereo not given in full) gave PrPC surface inh 22.
Screening COc1cc(OC)cc(C(C)c2ccc(C)cc2)c1 (stereo not given) returned PrPC surface inh -1.
`CCC[C@H]1[C@@H](NC(=O)c2ccc(Cl)c(C(F)(F)F)c2)CC[C@@]23CCCN2C(=O)CCC[C@@H]13` gave PrPC surface inh -3.
CC1=C2NC(N)=[N+](CC3CC3)C(Cc3ccccc3)[C@@H]2n2c(=O)n(-c3ccccc3)c(=O)n2C1 (stereo not given in full) was read as PrPC surface inh -4.
For CCCOc1nccc2c1n(C)c(=O)n2C the results were PrPC surface inh 4.
`COc1ccc(CNS(=O)(=O)/C=C/c2ccccc2CNC(=O)OC(C)(C)C)cc1` gave PrPC surface inh 4.
Cc1ccccc1C(=O)N(C)[C@H]1C[C@H]2c3[nH]c4c(-c5ccccc5)cccc4c3CCN2C[C@H]1[C@H](C)O was read as PrPC surface inh -11.
CCOC(=O)N1CCN(C(=O)C[C@H]2C[C@@]3(C(=O)OC)C(=C[C@H](COCc4ccccc4)O[C@@H]3C)N(CCc3ccc(OC)c(OC)c3)C2=O)CC1 was read as PrPC surface inh 0.
Screening CCOC(=O)C1CCCN(S(=O)(=O)c2cc3c(cc2Br)CCN3C(=O)CC)C1 (stereo not given) returned PrPC surface inh -3.
Screening COc1ccc(CC(=O)N2CCN(C(=O)c3ccc4nc(C)n(C5CCCC5)c4c3)CC2)cc1 returned PrPC surface inh -3.
For COC(=O)[C@]12C[C@H](CC(=O)NCCc3ccccc3OC)C(=O)N(Cc3cccc4ccccc34)C1=C[C@H](C(C)C)O[C@@H]2C1CC1 the results were PrPC surface inh 6.
For Cc1ccc(-c2c(NC(=O)c3ccc(F)cc3)nc3ncccn23)cc1 the results were PrPC surface inh -11.
`CCOC(=O)[C@@]12CCC3=C1N(CCC3)C(=O)[C@H](CC(=O)NCCCOC)C2` gave PrPC surface inh -4.
For O=C(Nc1ccccc1)OC1CC2CC1[C@H]1CCCCN1[C@H]2Cc1ccccc1 (stereo not given in full) the results were PrPC surface inh -2.
Screening O=C(Nc1ccc(F)cc1F)C1CCCN1S(=O)(=O)c1cccnc1 (stereo not given) returned PrPC surface inh -7.
Screening O=C1CCC[C@H]2C[C@H](NCc3ccc(Cl)c(Cl)c3)CC[C@]23CCCN13 returned PrPC surface inh -1.
`CC(COc1cccc(F)c1)CN1CCC(C(O)(c2ccccc2)c2ccccc2)CC1` (stereo not given) gave PrPC surface inh -5.
For O[C@@H]1[C@@H](O)[C@H](n2c3ccc(Cl)cc3c3ccc4c5cc(Cl)ccc5[nH]c4c32)OC[C@H]1O the results were PrPC surface inh 14.
For Cc1ccc(-c2nnc(SCC(=O)Nc3ccc(F)cc3F)n2Cc2ccco2)cc1 the results were PrPC surface inh -2.
O=C(NC1CN2CCC1CC2)c1cc(-c2ccc(Cl)cc2)nc2ccccc12 (stereo not given) was read as PrPC surface inh -10.
For CCOc1ccc(-n2c(SCC(=O)Nc3ccc(Oc4ccccc4)cc3)nnc2-c2ccncc2)cc1 the results were PrPC surface inh -8.
COC(=O)C1CN(Cc2ccccc2)CCS(=O)(=O)N1Cc1cn(Cc2ccc(C)cc2)nn1 (stereo not given) was read as PrPC surface inh 4.
`CCOC(=O)[C@]12CCCCC/C=C\1N(CCc1ccc(Cl)cc1)C(=O)[C@H]2CC(=O)NCCC(C)C` gave PrPC surface inh -2.
Screening c1ccc(Cn2nnnc2C2CN=C(c3ccccc3)c3ccccc3N2)cc1 (stereo not given) returned PrPC surface inh 0.
For O=C(NC1CCCCN(Cc2ccc(Cl)cc2)C1=O)c1ccc(COc2ccccc2)cc1 (stereo not given) the results were PrPC surface inh 16.
O=S1(=O)c2ccc(N3CCN(Cc4ccccc4F)CC3)cc2Oc2ccccc2CN1Cc1cn(Cc2cccc(F)c2)nn1 was read as PrPC surface inh -7.
O=S(=O)(c1ccc2c(c1)OCCO2)N1CCN(S(=O)(=O)c2c(F)cccc2F)CC1 was read as PrPC surface inh 3.
`COc1cc(C(=O)NC2CCCCN(C(C)C)C2=O)cc(OC)c1OC` (stereo not given) gave PrPC surface inh 2.
For C[C@@H]1CCCN1c1ccc2c(c1)O[C@@H]1CCN(C1)S2(=O)=O the results were PrPC surface inh -9.
For COc1ccc(Cn2cc(CN3[C@H](CC(C)C)COc4cc(Br)ccc4S3(=O)=O)nn2)cc1 the results were PrPC surface inh 5.
COc1ccc(Cn2ccc3ccc(-c4ccc5ccn(C(=O)c6ccccc6)c5c4)cc32)cc1 was read as PrPC surface inh 0.
`CCCC(=O)Nc1ccc2c(c1)C(=O)N(C)[C@H]1CC[C@@H](CC(=O)OC)O[C@@H]1CO2` gave PrPC surface inh 6.

Grouped by structure: the compounds so far with an aryl methoxy group
For C=CCn1c(SCC(N)=O)nnc1-c1ccccc1OC the results were PrPC surface inh -7.
`CCOC(=O)NC[C@@]1(C(=O)OC)CC(=O)N(Cc2ccc(Cl)cc2)[C@@H]1c1ccc(OC)cc1` gave PrPC surface inh 14.
COc1ccc(CN(CCN2CCOCC2)C(=O)c2cc(Cl)ccc2F)cc1OC was read as PrPC surface inh -8.
COc1ccc(Cn2ccc3ccc(-c4ccc5ccn(C(=O)c6ccccc6OC)c5c4)cc32)cc1 was read as PrPC surface inh 7.
`COc1ccc(CN2C[C@]3(C=C4CCCCC4n4c(=O)n(-c5ccccc5)c(=O)n43)N(C(=O)OCc3ccccc3)C2=NC(=O)c2ccccc2)c(OC)c1` (stereo not given in full) gave PrPC surface inh 22.
Screening COc1cc(OC)cc(C(C)c2ccc(C)cc2)c1 (stereo not given) returned PrPC surface inh -1.
`COc1ccc(CNS(=O)(=O)/C=C/c2ccccc2CNC(=O)OC(C)(C)C)cc1` gave PrPC surface inh 4.
CCOC(=O)N1CCN(C(=O)C[C@H]2C[C@@]3(C(=O)OC)C(=C[C@H](COCc4ccccc4)O[C@@H]3C)N(CCc3ccc(OC)c(OC)c3)C2=O)CC1 was read as PrPC surface inh 0.
Screening COc1ccc(CC(=O)N2CCN(C(=O)c3ccc4nc(C)n(C5CCCC5)c4c3)CC2)cc1 returned PrPC surface inh -3.
For COC(=O)[C@]12C[C@H](CC(=O)NCCc3ccccc3OC)C(=O)N(Cc3cccc4ccccc34)C1=C[C@H](C(C)C)O[C@@H]2C1CC1 the results were PrPC surface inh 6.
`COc1cc(C(=O)NC2CCCCN(C(C)C)C2=O)cc(OC)c1OC` (stereo not given) gave PrPC surface inh 2.
For COc1ccc(Cn2cc(CN3[C@H](CC(C)C)COc4cc(Br)ccc4S3(=O)=O)nn2)cc1 the results were PrPC surface inh 5.
COc1ccc(Cn2ccc3ccc(-c4ccc5ccn(C(=O)c6ccccc6)c5c4)cc32)cc1 was read as PrPC surface inh 0.

(list continues)
`CC(C)C[C@H]1COc2cc(Br)ccc2S(=O)(=O)N1Cc1cn(CCC2OCCO2)nn1` gave PrPC surface inh 12.
For Nc1[nH]n(-c2ccccc2)c(=O)c1N=Nc1ccc(F)cc1 the results were PrPC surface inh 16.
For CCOc1ccc(NC(=O)CN2CCCN(c3ccc(OC)cc3)CC2)cc1 the results were PrPC surface inh 4.
Screening O=C(Nc1ccc(OC(F)(F)F)cc1)Nc1c(-c2ccc(F)cc2)nc2ncccn12 returned PrPC surface inh 8.
Screening Cc1ccc(CSc2nnc(-c3ccccc3)n2Cc2ccco2)cc1 returned PrPC surface inh 8.
For CCCCOc1ccc(C(=O)NC2CCCCN(C(C)C)C2=O)cc1 (stereo not given) the results were PrPC surface inh 10.
`COc1ccc(S(=O)(=O)NC2CCN(C#N)CC2)cc1` gave PrPC surface inh 7.
For O=C(CN1C(=O)CCSc2ccccc21)Nc1ccc(Cl)c(Cl)c1 the results were PrPC surface inh -4.
Screening O=c1c2ccccc2n(Cc2ccco2)n1[C@@H](Cc1ccccc1)Cn1cc(-c2ccc(-c3ccccc3)cc2)nn1 returned PrPC surface inh 18.
Cc1cc(C)cc(NC(=O)N2CCC(N(C)CCC(C)C)CC2)c1 was read as PrPC surface inh 2.
For COc1ccc(S[C@]2(C(=O)NCc3ccccc3)CC(=O)N[C@@H]2c2ccc(OC)cc2)cc1 the results were PrPC surface inh 6.
Screening CCC(=O)Nc1ccc2c(c1)C(=O)N(C)[C@@H]1CC[C@@H](CC(=O)OC)O[C@H]1CO2 returned PrPC surface inh -4.
Screening COc1nc(OC)nc(N2CCC(C(=O)NCc3cccc(OC)c3OC)CC2)n1 returned PrPC surface inh 5.
For COC(=O)C[C@H]1CC[C@@H]2[C@@H](COc3ccc(NC(=O)Nc4ccccc4OC)cc3C(=O)N2C)O1 the results were PrPC surface inh 1.
CCOC(=O)CCCNC(=O)OC1CC2CC1[C@H]1CCCCN1[C@H]2C (stereo not given in full) was read as PrPC surface inh -6.
Screening C[C@@H]1CCCN1c1ccc2c(c1)OCCCN(C1CC1)S2(=O)=O returned PrPC surface inh 3.
O=C1CCC2(CCC(c3ccccc3)CC2)N1CC[C@@H](O)c1ccccc1 (stereo not given in full) was read as PrPC surface inh -5.
Screening COc1cc(C=Nn2c(-c3cc(C)[nH]n3)n[nH]c2=S)cc(Br)c1O returned PrPC surface inh 2.
`COC(=O)[C@]12C[C@H](CC(=O)N3CCN(C(=O)c4ccco4)CC3)C(=O)N(Cc3ccc(Cl)cc3Cl)C1=C[C@H](C(C)(C)C)O[C@@H]2C` gave PrPC surface inh -5.
`COC(=O)[C@]12C[C@H](CC(=O)N3CCN(C(=O)c4ccco4)CC3)C(=O)N(Cc3ccccc3)C1=C[C@H](COCc1ccccc1)O[C@@H]2C` gave PrPC surface inh -14.
For CC(C)C[C@H]1COc2cccc(F)c2S(=O)(=O)N1Cc1cn(Cc2ccco2)nn1 the results were PrPC surface inh -4.
For O=C(c1ccccc1)N1CC[C@H]2[C@H](CCCN2Cc2ccccc2)C1 the results were PrPC surface inh 2.
CCOC(=O)c1csc(NC(=O)C2CCCN(S(=O)(=O)c3ccc(C)cc3)C2)n1 (stereo not given) was read as PrPC surface inh 9.
For COCCCNC(=O)C[C@H]1C[C@@]2(C(=O)OC)C(=C[C@H](C(C)C)O[C@@H]2C2CC2)N(Cc2ccco2)C1=O the results were PrPC surface inh -1.
For O=C(NCC1COc2ccccc2O1)c1ccc(NC(=O)c2cccc(F)c2F)cc1 (stereo not given) the results were PrPC surface inh -9.
Screening CCCC[C@@H](CCCc1ccc(F)cc1)CCC(=O)N(c1ccccc1)c1ccccc1 returned PrPC surface inh -5.
Screening Nn1c(SCc2ccc(Br)cc2)nnc1-c1n[nH]c2c1CCC2 returned PrPC surface inh 25*.
Screening COc1ccc(-c2cc(-c3nnc(SCC(=O)Nc4nccs4)n3N)[nH]n2)cc1 returned PrPC surface inh 7.
Cc1occc1-c1nnc(SCC(=O)NCc2ccc(Cl)cc2)n1-c1ccccc1 was read as PrPC surface inh -4.
`O=C(c1cc(Br)cc(Br)c1)N1CCC(Oc2cccnc2)CC1` gave PrPC surface inh -4.
For COC(=O)CCC(=O)N1C2=NC3=C(C(=O)N(Cc4ccc5c(c4)OCO5)C3=O)C3N(C)c4ccccc4[C@]23C[C@H]1CO (stereo not given in full) the results were PrPC surface inh -15.
For C=CCN1[C@H](C)COc2cc(F)ccc2S1(=O)=O the results were PrPC surface inh 4.
Screening CCCC[C@@H]1C(=O)N2N=Cc3cc4ccccc4cc3[C@H]2N2N=Cc3cc4ccccc4cc3[C@@H]12 returned PrPC surface inh -14.
For CC(=O)c1cc(-c2ccc3[nH]ccc3c2)c(=O)n2c1CCC2 the results were PrPC surface inh 3.

A portion of the library (hit frequency here may not be typical).
